Wee1 stabilizer = blocks degradation of human Wee1 kinase; P30291; HeLa Luc-Wee1K328M stability, luciferase luminescence; 100% = proteasome inhibitor MG132 effect; reporter increase, % at 5 µM; hit rate 1.2% among 220,000; AID 1321;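 active = activation above the mean of all tested compounds plus 3 SD, set per screening run, cut at about 8.8% in these data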;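 note: cells exposed to compound for 20 h before luminescence read; 0% = DMSO alone and 100% = MG132 at 30 µM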
Target sequence (P30291 whole entry K328M): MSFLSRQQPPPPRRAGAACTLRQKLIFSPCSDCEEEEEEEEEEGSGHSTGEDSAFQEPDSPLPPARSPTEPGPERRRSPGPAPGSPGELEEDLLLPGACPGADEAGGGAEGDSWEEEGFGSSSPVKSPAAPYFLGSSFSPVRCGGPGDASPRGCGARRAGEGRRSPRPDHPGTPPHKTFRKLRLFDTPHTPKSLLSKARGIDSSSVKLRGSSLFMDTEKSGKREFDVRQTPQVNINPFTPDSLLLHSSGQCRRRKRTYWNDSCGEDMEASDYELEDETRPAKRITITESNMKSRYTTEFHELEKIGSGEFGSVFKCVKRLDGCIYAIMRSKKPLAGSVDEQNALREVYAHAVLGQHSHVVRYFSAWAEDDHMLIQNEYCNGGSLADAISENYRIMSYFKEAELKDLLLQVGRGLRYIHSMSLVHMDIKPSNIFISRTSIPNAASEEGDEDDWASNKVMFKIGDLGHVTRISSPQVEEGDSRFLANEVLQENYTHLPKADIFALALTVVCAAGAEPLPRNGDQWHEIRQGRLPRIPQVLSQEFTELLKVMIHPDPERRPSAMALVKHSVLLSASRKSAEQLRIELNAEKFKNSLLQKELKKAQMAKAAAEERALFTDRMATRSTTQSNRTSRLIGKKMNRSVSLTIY
KLK5 inh = inhibitors of human kallikrein 5 | hit rate 0.59% among 210,000 | AID 873 | recombinant hK5, fluorogenic AMC substrate cleavage | inhibition, % at 5 µM;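 active = inhibition of 40% or more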;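 note: 0% = enzyme controls without compound and 100% = no-enzyme blanks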
Target sequence (Q9Y337 67-293 limits assumed): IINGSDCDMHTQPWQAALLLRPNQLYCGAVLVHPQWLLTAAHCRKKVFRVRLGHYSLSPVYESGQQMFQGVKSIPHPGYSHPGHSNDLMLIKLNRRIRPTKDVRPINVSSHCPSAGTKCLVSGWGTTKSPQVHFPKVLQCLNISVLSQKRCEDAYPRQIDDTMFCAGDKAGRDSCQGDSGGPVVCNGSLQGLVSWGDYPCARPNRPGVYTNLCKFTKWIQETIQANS
KCC2 mod = KCC2 (human) Cl- transport modulation; hit rate 2.2% among 190,000; KCC2 cells, thallium flux FluoZin-2 fluorescence; B-score of Tl+ flux slope (higher = more flux/activation; lower = inhibition) at 10 µM;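 active = thallium flux slope and its plate-corrected score both differing from the plate sample mean at a set confidence after two filtering rounds, in either direction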;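 note: slope of fluorescence scaled to starting intensity during 10 to 20 s after thallium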
thrombin 1536 = blocks human thrombin protease activity; alpha-thrombin, Boc-VPR-AMC fluorogenic substrate cleavage; inhibition, % at 5 µM; hit rate 0.26% among 220,000;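 active = inhibition at or above 40%; inactive = inhibition below 40%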;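 note: 0% = enzyme with no compound and 100% = wells without enzyme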
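Material: human alpha-thrombin protein; Also added: Boc-VPR-AMC substrate, 15 µM final; Timing: enzyme reaction carried out at room temperature; Signal: fluorescence, ex 355 nm, em 460 nm; Measure: % inhibition of thrombin; Controls: enzyme without compound as high, wells lacking enzyme as low.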
PERK inh = human PERK inhibition, primary cell-based screen; CHO PERK-DD fusion, SEAP luminescence translation reporter; inhibition, % at 5.6 µM; Q9NZJ5; hit rate 0.17% among 220,000;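 active = inhibition above the mean inhibition of all tested compounds plus 3 SD, set separately per screening campaign, cut at about 2.9% in these data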;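 note: PERK kinase domain activated by AP20187 dimerizer at 100 nM; 0% = DMSO with dimerizer and 100% = rapamycin at 8.4 µM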
FXIIa inh = inhibitors of human coagulation factor XIIa | P00748 | purified FXIIa, Boc-QGR-AMC fluorogenic substrate, 2 h | inhibition, % at 5 µM | hit rate 0.3% among 220,000 | AID 800; in the data active = inhibition above about 40%;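 note: 0% = enzyme with no compound and 100% = blank without enzyme; many of its hits are not listed in these tables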
Furin inh = blocks human furin protease activity; inhibition, % at 30 µM; hit rate 0.061% among 220,000; purified furin, fluorogenic substrate cleavage; AID 463115; in the data active = inhibition above about 25%; note: inactives centre near -15
FXIa inh = factor XIa (human) inhibition | hit rate 0.14% among 220,000 | P03951 | inhibition, % at 5 µM | purified FXIa, Boc-Glu-Ala-Arg-AMC fluorogenic substrate;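 active = inhibition of at least 40%; inactive = inhibition below 40%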;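 note: fluorescence of freed AMC excited at 355 nm; 0% = enzyme without compound and 100% = no enzyme blank; many of its hits are not listed in these tables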
p97 inhibitor = blocks human p97 ATPase activity | P55072 | recombinant p97 ATPase, Kinase-Glo ATP luminescence, 3 h | inhibition, % at 8 µM | hit rate 0.42% among 220,000 | AID 1481; in the data active = inhibition above about 15%;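 note: 0% = DMSO vehicle and 100% = wells lacking enzyme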
Starred values were filed as active, the others as inactive; i = inactive; . = not tested or not shown; [ ] = another dose, or the depositor's remark.

Order of results: Wee1 stabilizer	KLK5 inh	KCC2 mod	thrombin 1536	PERK inh	FXIIa inh	Furin inh	FXIa inh	p97 inhibitor
1. O=C(O)C1CCCN1S(=O)(=O)c1ccc(Cl)c(Cl)c1 (stereo unspecified)
→ 3	5	.	3	-0.2	16	-17	7	-4
2. COc1ccc(C(=O)CCN2CCCCCC2)cc1
→ -3	-3	.	-4	0.9	10	-16	0	2
3. CCCC(=O)Nc1ccc2c(c1)nc(CCNC(=O)c1ccco1)n2C
→ 2	0	1.1	-4	0.6	3	-27	-8	4
4. Cn1c(CN2CCOCC2)nnc1SCc1ccccc1
→ -3	1	0.68	3	-0.1	13	-17[20 µM]	4	-3
5. CCSc1nnc(NC(=O)c2cccnc2)s1
→ -2	8	0.34	4	0.5	18	-9[20 µM]	3	0
6. CSc1nc2c(cnn2-c2ccccc2)c(=O)n1N
→ 1	-6	1.2	-5	1.6	4	-12	-7	1
7. Cc1c(NC(=O)COC(=O)Cc2ccc(Cl)cc2)c(=O)n(-c2ccccc2)n1C
→ -1	-2	-0.027	-9	0.9	5	-11	7	-1
8. CCOC(=O)c1sc(NC(=O)/C=C/c2ccccc2)nc1C
→ -3	-15	-0.12	-4	1.2	3	-38	6	2
9. Cc1nn(C)cc1CN(C)Cc1ccc(OCC(O)CN2CCCCC2)cc1 (stereo unspecified)
→ -2	.	0.42	-5	2.1	2	-16	-3	-1
10. Cc1ccc(NS(=O)(=O)c2cc([N+](=O)[O-])ccc2NNC(=S)Nc2cccc(Cl)c2)c(C)c1
→ 2	5	-1.6	-4	-1.6	-3	1	0	0
11. CCOC(=O)Cc1nnc(NC(=O)c2cccc(OCC)c2)s1
→ 1	-4	0.6	1	0.2	15	-15	-3	-6
12. O=C(NCc1n[nH]c(=S)n1Cc1ccccc1)c1ccc(Cl)cc1Cl
→ -2	2	0.089	-3	0.9	8	-21	-7	4
13. COCCNC(=O)c1onc(CSc2cccc(Cl)c2)c1C(=O)O
→ -1	-11	-0.42	0	1.5	8	-16[20 µM]	2	4
14. CCN(CC)C(=O)CSC1=Nc2ccccc2C2=NC(Cc3c[nH]c4ccccc34)C(=O)N12 (stereo unspecified)
→ -3	6	0.03	-4	-0.6	8	-12[20 µM]	4	4
15. COc1ccccc1C1C(C#N)=C(N)Oc2cc(C)n(Cc3ccccn3)c(=O)c21 (stereo unspecified)
→ 3	20	.	24	-0.9	20	-20[20 µM]	13	1
16. CC(=O)Nc1ccccc1Sc1ccc2c3c(cccc13)C(=O)N(c1ccc(C)cc1)C2=O
→ -2	-20	-0.068	-11	-0.2	-3	2	-3	3
17. COc1ccc(COc2cc(-c3cccc(OC)c3)nc3ccc(NC(=O)C(C)C)cc23)cc1
→ -2	-5	0.0086	0	1.6	29	-34	18	2
18. COc1ccc(OCc2nc3c4c(ncn3n2)-c2ccccc2CC42CCCC2)cc1
→ 4	-4	0.9	-13	0.1	-1	-13	-8	-1
19. CCOCc1nnc(NC(=O)c2ccco2)s1
→ 1	-17	0.71	-1	1.3	19	-19[20 µM]	3	-2
20. COc1ccccc1NC(=O)CN(Cc1ccco1)C(=O)c1cccs1
→ 3	-6	.	-7	0.0	13	-28	2	-1
21. Cc1ccc(-n2nnc3c(=O)n(Cc4ccccc4C)cnc32)cc1
→ 0	-29	0.4	-7	1.4	13	-29	-3	9
22. COc1ccc(/C=N/N=C2/NC(=O)C(CC(=O)O)S2)cc1OS(=O)(=O)c1ccccc1 (stereo unspecified)
→ 3	-3	0.6	-6	-0.2	.	-19	-4	2
23. Cc1cc(C)c(NC(=O)C2CCCN2C)c(C)c1 (stereo unspecified)
→ 6	-4	0.28	-4	0.6	3	-20[20 µM]	-4	4
24. O=C(Nc1ccc(-c2nc3ccccc3o2)cc1)c1cc(-n2cnnc2)ccc1Cl
→ 2	-1	-0.56	3	-0.7	21	-22[20 µM]	14	7
25. O=C(CN1CCN(c2ccccn2)CC1)N1CCc2ccccc21
→ 0	-7	0.21	-11	0.0	2	-13	-7	-3
26. O=C(CC1(C(=O)O)CCCC1)N1CCOCC1
→ 1	-13	-0.82	-4	0.3	5	-3[20 µM]	-1	2
27. COc1ccc(N2CCN(C(=O)c3ccc(C)cc3)CC2)c([N+](=O)[O-])c1
→ -2	-20	-0.25	-13	-0.3	3	7	-3	-2
28. O=C(c1ccccc1)N1CCSC1=S
→ 2	19	-0.12	11	3.0*	15	-18[20 µM]	6	5
29. O=C(CSc1nnc(CNc2ccc(F)cc2)o1)N1c2ccccc2Sc2ccccc21
→ 0	5	0.025	5	-1.1	20	-12[20 µM]	7	2
30. CCOC(=O)C1=C(C)NC(=O)NC1c1cccc(OC)c1OCc1ccccc1Cl (stereo unspecified)
→ 1	-5	-0.0071	0	-0.8	11	-16[20 µM]	0	-2
31. CCC1=C(OC(=O)N(CC)CC)N2C(=O)OC(=NCC(=O)OC)[C@]2(C)[C@H]2C1=CC[C@H]1C(=O)N(C)C(=O)[C@H]12
→ .	-2	0.78	-9	.	2	-25	-3	.
32. NNC(=O)CNc1ccccc1Cl
→ 11*	-2	0.46	-11	1.1	7	-31	15	10
33. CC(=O)N(C)c1nc(-c2ccc(Cl)cc2)cs1
→ 4	-6	0.3	3	0.4	9	-14[20 µM]	4	2
34. Oc1c(C=C2N=c3ccccc3=N2)sc(=S)n1C1CCCC1
→ 2	-13	0.22	-3	1.4	12	-11	7	8
35. CCOc1cc(/C=C2/NC(=O)N(CC(=O)Nc3cccc(C)c3)C2=O)ccc1OC
→ -1	-4	0.69	3	0.3	21	5[20 µM]	12	-6
36. O=C1c2ccccc2NC(c2ccc(F)cc2)N1Cc1ccco1 (stereo unspecified)
→ 4	-55	-2.4	-4	-0.5	4	-15	-4	4
37. COc1ccc(/C=N/NC(=O)C[n+]2ccccc2)c(OC)c1OC
→ 0	-9	-0.0037	-5	1.5	9	-23	4	3
38. Cn1c(SCC(=O)C(C)(C)C)nnc1-c1ccncc1
→ 8	-13	1.1	1	1.1	21	-22[20 µM]	4	1
39. O=C(CN1C(=O)CCC1=O)NNc1ccc2ccccc2c1
→ 1	9	-0.36	12	-0.1	14	-8	11	-3
40. N/C(=N\OC(=O)COc1ccc(Br)cc1)c1ccncc1
→ -4	-16	0.067	-9	0.7	2	-12	-2	6
41. CCOc1ccc(C2CC(c3c(O)c4ccccc4oc3=O)=NN2c2ccccc2)cc1OC (stereo unspecified)
→ 0	-5	i	2	1.7	10	-14	-2	-2
42. CCOC(=O)NC(=O)CSc1nc(C)cc(C)c1C#N
→ 2	1	-0.3	4	-0.4	23	-17	21	-1
43. COc1ccc(C2C(C(=O)N3CCN(C)CC3)c3ccccc3C(=O)N2C2CCCCC2)cc1 (stereo unspecified)
→ -3	-11	0.18	-6	-0.3	-1	-29	11	-1
44. CCN(C(=O)COC(=O)c1ccccc1Nc1cccc(C)c1C)C1CCS(=O)(=O)C1 (stereo unspecified)
→ -1	5	.	4	1.5	5	-2[20 µM]	0	4
45. Cc1cc(=O)[nH]c2c3ccccc3nn12
→ -3	-9	-0.012	0	1.1	6	-26	-4	1
46. CCOc1ccc2nc(N/C(N)=N/C(=S)Nc3cccc(C)c3)nc(C)c2c1
→ -2	-22	.	5	2.1	11	-26	-63	4
47. CCOC(=O)n1c(O)c(N=NC(N)=S)c2cc(C)ccc21
→ -3	-4	18*	-9	1.6	3	-18	3	6
48. CCCCc1cc(=O)oc2cc(O)ccc12
→ -3	-14	0.069	-15	0.6	-6	-141	3	5
49. Cc1nc2sc(C(c3ccc(F)cc3)N3CCOCC3)c(O)n2n1 (stereo unspecified)
→ -1	-1	.	-9	0.1	-2	-13	-7	-2
50. CC1CCCN(c2nc3c(c(=O)[nH]c(=O)n3C)n2CCSc2nc3ccccc3o2)C1 (stereo unspecified)
→ -3	2	-1.1	2	0.5	7	-24	1	-3

2 consecutive compounds already listed, for reference:
Order of results: Wee1 stabilizer	KLK5 inh	KCC2 mod	thrombin 1536	PERK inh	FXIIa inh	Furin inh	FXIa inh	p97 inhibitor
33. CC(=O)N(C)c1nc(-c2ccc(Cl)cc2)cs1
→ 4	-6	0.3	3	0.4	9	-14[20 µM]	4	2
34. Oc1c(C=C2N=c3ccccc3=N2)sc(=S)n1C1CCCC1
→ 2	-13	0.22	-3	1.4	12	-11	7	8

Remaining list, next part
Order of results: Wee1 stabilizer	KLK5 inh	KCC2 mod	thrombin 1536	PERK inh	FXIIa inh	Furin inh	FXIa inh	p97 inhibitor
51. O=C(NC(=S)NCC1CCCO1)c1ccccc1[N+](=O)[O-] (stereo unspecified)
→ -3	3	1.1	-4	0.9	11	-28	-2	5
52. O=C(/C=C/c1cccs1)N1CCC2(CC1)Oc1ccc(Cl)cc1C(=O)C21CC(c2ccccc2)=NO1 (stereo unspecified)
→ .	-1	0.73	-3	.	4	-27	-1	.
53. Cc1cc([N+](=O)[O-])nn1CCCC(=O)NC1CCCCC1
→ -1	-3	1	-3	-0.4	3	-3	-6	3
54. O=C(COc1ccc(-c2ccccc2)cc1)N/N=C/c1cc(O)ccc1Br
→ 8	-8	-0.021	3	0.6	14	9	10	1
55. CCOC(=O)c1ccc(Oc2nc(N(C)C)nc(N3CCOCC3)n2)cc1
→ 3	0	-0.46	-4	1.0	8	3	12	1
56. Cc1ccc(S(=O)(=O)NNC(=O)C2CCN(S(=O)(=O)c3ccc(C)cc3)CC2)cc1
→ 1	0	.	0	0.2	-7	-6[20 µM]	-8	-2
57. CC1(C)CC2(CC(C)(C(=O)CSc3nc4ccccc4s3)OC2=O)C(=O)O1 (stereo unspecified)
→ 5	3	-0.59	5	-0.3	13	-9[20 µM]	15	-5
58. COc1ccc(C(=O)/C=C/Nc2ccc([N+](=O)[O-])cc2)cc1
→ 3	-5	-0.26	-1	0.4	8	-7	9	9
59. COC(=O)c1ccc(C23CC4(C2)[C@H](CN(Cc2cccnc2)[C@@H]4c2ccccc2)C3c2ccc(C(F)(F)F)cc2)cc1 (stereo partly specified)
→ .	-1	0.26	-2	.	6	-13	-2	.
60. CC(C1CC1)N(Cc1ccccc1)C(=S)Nc1ccccc1Cl (stereo unspecified)
→ 0	8	-0.31	0	0.6	8	-15	10	3
61. Cc1occc1-c1nnc(SCC(=O)N2CCN(c3ccc(F)cc3)CC2)n1C
→ -1	0	.	4	0.1	13	-23	6	2
62. COc1ccccc1CNC(=O)c1ccc(-c2ccccc2C(F)(F)F)o1
→ 1	-12	-1.4	-8	-0.1	10	-14	0	-7
63. CCN(CC)CCCNC(=O)Cn1ncn2cccc2c1=O
→ -2	-11	0.74	4	0.0	19	-17[20 µM]	5	-3
